Screening data from PubChem BioAssay.
FBPA coupling cs: qHTS Assay for Inhibitors of Fructose-1,6-bisphosphate Aldolase from Giardia Lamblia: Coupling assay counterscreen | coupling enzyme system counterscreen, AmpLite Red fluorescence | activity change, negative = inhibition, % at 58.2 µM, hits read low | AID 2472, 2010 | 290,000 compounds, 0.67% hits; in the data active = activity change below about -30%; also: % is scaled to controls: 0 for no effect and ±100 for the full control effect
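Activity here indicates interference with the coupling reaction, not aldolase inhibition. Compounds at 57.5 uM final met coupling enzymes for 10 min at RT; substrate and AmpLite Red detection followed, with a 525/598 nm fluorescence read after 20 min.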
GALK inhibitor: qHTS Assay for Inhibitors of Human Galactokinase (GALK). P51570. Purified GALK, Kinase-Glo residual ATP luminescence. Potency, µM (highest dose often 57.5 µM), without a hit: at the highest dose activity change, negative = inhibition, most hits filed as inhibitors. 270,000 compounds, 0.007% hits; also: potency is read from the fitted curve at half-maximal effect; % is scaled to controls: 0 for no effect and ±100 for the full control effect
Target sequence (P51570 whole entry, looked up): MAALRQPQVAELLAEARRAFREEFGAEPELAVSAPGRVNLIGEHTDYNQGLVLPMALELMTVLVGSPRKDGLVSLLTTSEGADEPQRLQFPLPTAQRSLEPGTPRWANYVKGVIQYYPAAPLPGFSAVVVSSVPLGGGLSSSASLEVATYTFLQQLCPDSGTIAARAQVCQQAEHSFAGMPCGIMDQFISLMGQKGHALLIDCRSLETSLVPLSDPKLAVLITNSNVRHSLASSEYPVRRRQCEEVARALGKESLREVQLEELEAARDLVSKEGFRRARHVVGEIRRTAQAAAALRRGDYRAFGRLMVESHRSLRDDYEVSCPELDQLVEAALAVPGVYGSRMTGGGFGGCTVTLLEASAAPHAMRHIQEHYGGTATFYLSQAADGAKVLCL
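Galactose (100 uM) and ATP (35 uM) were turned over by 5 nM GALK for 1 h at RT. Kinase-Glo Plus then converted the remaining ATP into a luminescent signal.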
A-T KAP1 phos: qHTS Assay for Identifying a Potential Treatment of Ataxia-Telangiectasia; 320,000 compounds, 0.19% hits; […] A-T fibroblasts, KAP-1 phosphorylation AlphaLISA; neocarzinostatin DNA damage 30 min before lysis; Potency, µM (doses to about 57.5 µM), without a hit: at the top dose activation, usual class: activators; also: potency is read from the fitted curve at half-maximal effect; % of control where 0% means no effect; nearly all actives have a fitted effect of over 45% in size
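hTERT-immortalized A-T patient fibroblasts ([…]), 500 cells/well in OPTI-MEM, 1% FBS, got compounds for 60 min, then NCS for 30 min at 37C. Lysates were then assayed for phospho-KAP-1 by AlphaLISA (anti-pKAP1 donor, anti-KAP1 acceptor beads), 6 hr at 25C.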
TSHR antag: Antagonists of the Thyroid Stimulating Hormone Receptor: HTS campaign; activity change, negative = inhibition, % at 11.5 µM; 330,000 compounds, 0.2% hits; Thyrotropin receptor (Homo sapiens), P16473; TSHR-expressing cells, TSH-stimulated cAMP HTRF, 2 h; stronger effect = lower value; AID 504810, 2011;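 active = activity change below a set negative limit, meaning inhibition stronger than a set level, cut at about -70% in these data; inconclusive = activity change between two set negative limits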; also: % is scaled to controls: 0 for no effect and ±100 for the full control effect
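TSHR-expressing cells were treated with compounds, then stimulated with TSH at EC80 (4nM final) for 2 hours at 37 deg C. Cellular cAMP was measured by HTRF competition between lysate cAMP and cAMP-d2 for a cryptate-labelled anti-cAMP antibody.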
hERG WT inh: qHTS for Inhibitors of KCHN2 3.1: Wildtype qHTS. AID 720551, 2013. 340,000 compounds, 0.37% hits. Voltage-gated inwardly rectifying potassium channel KCNH2 (Homo sapiens), Q12809. activity change, % at 1.84 µM. U2OS, BacMam KCNH2, thallium flux FluxOr; stronger effect = lower value;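 active = maximum activity change below -70%; inconclusive = maximum activity change between -70% and -50%; inactive = maximum activity change above -50%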; also: % is scaled to controls: 0 for no effect and ±100 for the full control effect
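U2OS cells were transduced with wild-type KCNH2 virus (2.03 x 10^8 / mL) for 4 h at room temperature, then cultured overnight at 37 C. Thallium flux was read with FluxOr dye. Rate constants were normalized to DMSO controls.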
MLL CXXC-DNA inh: qHTS Fluorescence Polarization Assay for Inhibitors of MLL CXXC domain - DNA interaction. Histone-lysine N-methyltransferase 2A (Homo sapiens), Q03164. MLL-CXXC / FITC-HOXA9 DNA fluorescence polarization. Potency, µM (top dose mostly 115 µM), inactives show at the top dose activity change, negative = inhibition, actives largely listed as inhibitors. 290,000 compounds, 0.037% hits. AID 2662, 2010; active = well fitted inhibition curve with a large enough effect in the polarisation, with a control signal flat, not every such curve was filed as active; inconclusive = small, poorly fitted or top-dose-only effect, or effect the other way, or a change in a side signal; inactive = no such curve, though single readings can be large or run the other way; the % refers to the polarisation; also: potency is read from the fitted curve at half-maximal effect
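Steps: dispense CXXC domain solution (7 uM) → pin compounds or unlabeled HOX-A9 DNA control → 5 min ambient → add FLSN-HOX-A9 solution (50 nM) → spin → 30 min ambient → fluorescence polarization. Tris pH 7.5/NaCl/DTT/BSA buffer.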
Giardia killer: Small Molecules that selectively kill Giardia lamblia: qHTS | 340,000 compounds, 0.15% hits | activity change, % at 7.66 µM, hits read low | Giardia lamblia trophozoite viability; in the data active = activity change below about -80%; inconclusive = between about -30% and that limit;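 also: parasites exposed to compound for two days anaerobically before the ATP read; % is scaled to controls: 0 for no effect and ±100 for the full control effect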
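ATP-content bioluminescence gauges trophozoite survival. Cells (100/well) receive compound and incubate anaerobically for 48 hrs at 37 deg C; detection reagent follows for 15-30 min at room temperature.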
BCR signal inh: qHTS Assay to Find Inhibitors of Chronic Active B-Cell Receptor Signaling; ABC-DLBCL IkBa-CBG/CBR reporter, luminescence ratio, 4 h; Potency, µM (titrated, usually from 46.1 µM), for inactives: top-dose ratio change, negative = lower green/red ratio, usual class: inhibitors; 340,000 compounds, 0.05% hits; active = well fitted inhibition curve with a large enough effect in the signal ratio, with a control signal flat, not every such curve was filed as active; inconclusive = small, poorly fitted or top-dose-only effect, or effect the other way, or a change in a side signal; the % refers to the signal ratio;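 also: potency is read from the fitted curve at half-maximal effect; plate controls were basal doxycycline-induced cells for no effect and cells given 10 µM MG132 for full effect; MG132 reads +100%, hits lower the ratio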
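Doxycycline induced both beetle luciferases in TMD8 lymphoma cells; IKK-driven degradation limits the IkappaBalpha-fused green signal, while red luminescence normalises for cell number and nonspecific effects. Compounds tested up to 46 uM, 4 hrs.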
TCR activator: Activators of T cell receptors: qHTS campaign; primary human leukocytes, anti-CD3, IL-2 HTRF, 48 h; 330,000 tested, under 10 active; AID 504894, 2011; Potency, µM (highest dose often 9.22 µM), inactives show top-dose activation of IL-2 secretion, hits mostly activators; also: % of control where 0% means no effect
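Readout: HTRF IL-2, Eu-cryptate/d2 antibody pair, 320nm excitation, 665nm emission. Stimulus: a-CD3 beads, no co-stimulation. Cells: primary human leukocytes. Exposure: 48 hr with compound.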
Tb PFK inh: qHTS Assay to Find Inhibitors of T. brucei phosphofructokinase. T. brucei PFK, ADP-Glo luminescence. 330,000 compounds, 0.17% hits. Potency, µM (series often up to 57.5 µM), for the others: at the top dose activity, negative = inhibition, actives largely listed as inhibitors;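 also: potency is read from the fitted curve at half-maximal effect; 0% = uninhibited 1x PFK enzyme wells and -100% = no-enzyme wells; nearly all actives have a fitted effect of over 60% in size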
Target sequence (O15648 whole entry, looked up): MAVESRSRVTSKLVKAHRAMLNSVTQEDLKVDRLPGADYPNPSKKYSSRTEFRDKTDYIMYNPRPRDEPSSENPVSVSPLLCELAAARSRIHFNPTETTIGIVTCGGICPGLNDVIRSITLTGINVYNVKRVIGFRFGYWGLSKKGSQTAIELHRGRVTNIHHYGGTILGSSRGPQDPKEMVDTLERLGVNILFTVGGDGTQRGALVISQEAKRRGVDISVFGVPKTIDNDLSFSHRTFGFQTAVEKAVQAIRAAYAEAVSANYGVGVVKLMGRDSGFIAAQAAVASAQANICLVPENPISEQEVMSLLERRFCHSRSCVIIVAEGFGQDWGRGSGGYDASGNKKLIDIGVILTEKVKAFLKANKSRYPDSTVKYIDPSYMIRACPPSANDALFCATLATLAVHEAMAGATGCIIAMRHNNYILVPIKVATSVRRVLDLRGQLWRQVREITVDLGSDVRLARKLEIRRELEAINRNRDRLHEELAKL
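In TEA buffer at pH 8.0 with 5 mM MgCl2, enzyme (1.25 nM) converted F6P (0.5 mM) and ATP (0.1 mM) for 45 min at room temperature. ADP product was read by luciferase luminescence.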
Numbers without * were called inactive; ? = inconclusive; · = no result given; & = joins results of further samples; [ ] = another dose, or the depositor's remark. Unless noted, calls follow the shape of the dose curve; as a rule, active = well fitted curve in the direction sought with a large enough effect; inconclusive = small, poorly fitted or top-dose-only effect, or another doubt; inactive = no such curve, though single readings can be large; an effect the other way counts as inactive or inconclusive.

SMILES	FBPA coupling cs	GALK inhibitor	A-T KAP1 phos	TSHR antag	hERG WT inh	MLL CXXC-DNA inh	Giardia killer	BCR signal inh	TCR activator	Tb PFK inh
COc1cccc(-c2cc(C(=O)Nc3cccc(O)c3)no2)c1	-4	-1%	5%	-8	2	-1%	?	?	11%	-2%
COc1ccc(-n2c(SC3CCOC3=O)nc3ccccc3c2=O)cc1Cl (stereo not drawn)	-1	0%	3%	-9	·	-2%	-2	3%	0%	-2%
N#Cc1nc(-c2ccc(OCc3ccc(Cl)cc3)cc2)oc1N1CCC(C(N)=O)CC1	1	0%	7%	-12	-19	0%	18&-18	-1%	2%	-5%
CN1CCN(NC(=O)CN2C(=O)/C(=C/c3ccccc3F)SC2=S)CC1	1	0%	-1%	-1	·	3%	·	-10%	-7%[46.1 µM]	1%
Fc1ccc(N2N=C(c3cccs3)CC2c2ccco2)c(F)c1 (stereo not drawn)	-2	-1%	28µM*	-1	0	11%	-15	19%	-3%	-2%
Cc1cc(=O)[nH]c(N/N=C/c2c(C)nn(-c3ccccc3)c2Cl)n1	0	-2%	-5%	12	-8	-13%	13	?	5%	0%
Cc1ccc(Cl)cc1NC(=O)NCCN1CCCCC1	-3	-3%	0%	-7	2	0%	20	0%	·	-5%
Cc1ccc(OCC(=O)Nc2ccc(S(=O)(=O)Nc3ccccn3)cc2)c(C)c1	0	-3%	-2%	0	-5	1%	?	-2%	2%[46.1 µM]	0%
COc1ccc(OCCCNCCc2ccccc2)cc1	2	8%	0%	4	-3	-10%	-3	-7%	-4%	0%
CCOC(=O)C1(Cc2ccc(Cl)cc2)CCN(Cc2cnc(N)nc2)CC1	1	3%	-4%	-3	-7	8%	-1	?	-40%	-5%
CCCCOc1ccc(C(=O)N/C(=C\c2cccc([N+](=O)[O-])c2)C(=O)OC(C)C)cc1	1	-1%	2%	5	4	1%	8	1%	-8%	-1%
COc1ccccc1NC(=O)COc1ccc(/C=N/n2cnnc2)cc1OC	3	4%	5%	11	3	-4%	5	1%	1%	1%
CC(/C=C1\SC(=S)N(c2ccc(C(=O)O)cc2)C1=O)=C\c1ccccc1	7	·	-3%	-12	6	12%	-27	?	-8%	2%
COc1ccc(CC2(CO)CCN(Cc3cc4ccccc4o3)CC2)cc1	0	3%	8%	-10	48	-14%	-17	-13%	6%	1%
O=C(OCC(=O)N1CCOCC1)c1ccc(F)cc1Cl	4	-1%	-2%	38	2	13%	25	-15%	0%	-6%
COc1ccc(OCc2cc(C(=O)NCC3(C)COC3)no2)c(Cl)c1	1	3%	1%	20	-13	-5%	-7	0%	3%	-3%
COc1ccc(C(=O)N/C(=C\c2ccccc2)C(=O)Nc2ccc(C(=O)O)cc2)cc1	4	·	14%	-10	-2	8%	-9	4%	-5%	14%
Cc1cc(C)cc(NC(=O)CCNC(=O)c2ccc([N+](=O)[O-])cc2)c1	0	4%	16%	-2	-1	6%	-21	1%	3%	0%
O=C(Cn1c(=O)cnc2ccccc21)N1CCCc2ccccc21	1	6%	-1%	2	-10	-6%	8	-3%	0%	3%
COc1ccc(-n2ccc(=O)c3c2CCCC3=O)cc1	2	4%	1%	23	-2	1%	-15	-1%	3%	-5%
CCC(CC)C(=O)c1c[nH]c(C(=O)NCCc2ccccn2)c1	0	3%	4%	-10	-1	-3%	8	?	1%	1%
CC(C)Cn1c(N)c(C(=O)CSc2nccn2C)c(=O)n(C)c1=O	·	·	3%	1	-35	·	4	6%	0%	21%
O=S1(=O)CCN2N=C(C34CC5CC(CC(C5)C3)C4)SC2=N1	5	-8%	-17%	-1	5	7%	-10	3%	8%	-1%
CCC(C)[C@H](NC(=O)NC1CCCc2ccccc21)C(=O)O (stereo partly drawn)	-2	-1%	7%	-3	-16	-11%	-5	4%	-12%	-1%
CC1Cc2ccccc2N1C(=O)CN1CCC(n2nnc3cc(C(F)(F)F)ccc32)CC1 (stereo not drawn)	-6	0%	6%	-15	?	3%	-3	3%	-2%	8%

The list goes on:
SMILES	FBPA coupling cs	GALK inhibitor	A-T KAP1 phos	TSHR antag	hERG WT inh	MLL CXXC-DNA inh	Giardia killer	BCR signal inh	TCR activator	Tb PFK inh
COc1cc(Cl)c(CN2CCC(CCC(=O)NC3CC3)CC2)cc1OC	2	4%	7%	0	49	3%	-6	-3%	-2%	-3%
O=C(CSc1nc2ccccc2s1)NCC1CCCO1 (stereo not drawn)	·	3%	1%	0	22	14%	3	2%	-5%	-1%
C=CCn1c(SCC(=O)Nc2ccc(OC)cc2)nnc1-c1cnccn1	·	2%	-2%	-4	-4	5%	0	0%	2%	-5%
COC(=O)C1=C(C)Nc2c(c(=O)n(C)c(=O)n2C)C1c1cccs1 (stereo not drawn)	1	-4%	6%	-6	-16	-1%	1	0%	-5%	0%
CCCCn1c(SCC(=O)Nc2nnc(CC)s2)nc2ccccc2c1=O	2	1%	-1%	9	0	7%	7	1%	-59%	-3%
COc1ccc(NC(=O)CSC(C)c2nc3ccccc3c(=O)[nH]2)cc1 (stereo not drawn)	·	3%	-4%	17	2	26%	1	-3%	6%	0%
CC(Oc1ccc(Cl)cc1Cl)C(=O)N(C)c1ccccc1 (stereo not drawn)	2	-3%	0%	-2	·	13%	-15	1%	2%	9%
COc1cccc2sc(=NC(=O)CS(=O)(=O)c3ccc(F)cc3)n(C)c12	·	·	-5%	20	1	·	1	-7%	1%	-9%
CC1CCCCC1NC(=O)COC(=O)/C=C/c1ccc2c(c1)OCO2 (stereo not drawn)	-2	·	5%	11	-14	-6%	-10	-1%	0%[46.1 µM]	1%
CC(C)Sc1nc(SCC(=O)NCc2ccco2)c2c3c(sc2n1)COC(C)(C)C3	-2	5%	18%	-8	-5	6%	-14	-6%	-1%	-3%
Cc1occc1C(=O)N/N=C/c1cccc2ccccc12	2	7%	-1%	-10	10	6%	-4	?	2%	-1%
CC(C)NC(=S)N1CCN(Cc2ccc3c(c2)OCO3)CC1	0	-3%	-3%	4	-2	-20%	-2	0%	7%	0%
NCC(=O)N1CCC(C(=O)N[C@@H](Cc2c[nH]c3ccccc23)C(=O)O)CC1	-2	·	-3%	-1	-43	-3%	0	12%	5%	0%
CS(=O)(=O)N1CCC(C(=O)Nc2ccc(F)c(Cl)c2)CC1	0	1%	9%	-13	1	-4%	-5	0%	-6%	0%
O=C1C2CC=CCC2C(=O)N1c1n[nH]c(Cc2ccccc2)n1 (stereo not drawn)	0	-3%	2%	-2	-4	7%	-10	-1%	-1%	-7%
CS(=O)(=O)c1ccccc1C(=O)Nc1cccc(-c2nc3ccccc3o2)c1	-2	-2%	-4%	0	11	29%	-8	8%	-5%	0%
O=C(Cc1ccc(-n2cccc2)cc1)N1CCc2ccccc21	1	3%	·	-3	-1	26%	-29	-1%	-3%	-28%
Cc1cc(C(=O)NNS(=O)(=O)c2ccc(F)cc2)nn1C(C)(C)C	3	·	6%	19	-2	21%	2	0%	0%	4%
C/C(=N\NC(=O)c1cccc(C)c1)c1cccc(NC(=O)c2ccco2)c1	-1	·	-6%	-4	9	1%	1	?	3%	-2%
CCOc1cc(C(c2c(C)[nH][nH]c2=O)c2c(C)[nH][nH]c2=O)ccc1O	-20	0%	-5%	-12	-14	-3%	3	-2%	1%[46.1 µM]	0%
CCOC(=O)c1cc2sccc2n1CC(=O)O	3	0%	-8%	4	-5	15%	8	2%	5%	-3%
N#Cc1ccc(NC(=O)C2=COCCO2)cc1	·	·	-3%	6	1	·	-11	-8%	13%	-2%
COC(=O)c1ccccc1OC(=O)c1cc2ccccc2oc1=O	0	·	?	12	-10	-9%	-18	5%	2%	0%
O=C(Cn1cccc1C(=O)c1ccccc1)NCCC1=CCCCC1	-4	0%	5%	5	-6	9%	-5	0%	1%	-3%
Cc1ccc(C2C(C(=O)c3cc4ccccc4o3)=C(O)C(=O)N2CCN2CCOCC2)cc1 (stereo not drawn)	·	-7%	-18%	2	1	12%	16	-1%	-4%	3%
C#CC[N+](C)(C)CCCCCCCCC	-3	-2%	2%	34	3	-6%	22	7%	-7%[46.1 µM]	2%
COC(=O)Cn1ccc2cc(S(=O)(=O)N3CCCCCC3)ccc21	3	-9%	-1%	1	-6	4%	-14	4%	12%	2%

The order is random. Share with any hit: about 1.6%.
